PHOSPHO1 inh – blocks human PHOSPHO1 phosphatase activity; recombinant PHOSPHO1, absorbance phosphatase assay; inhibition, % at 13.3 µM; 1.1% of 290,000 active; AID 1565; in the data active = inhibition above about 60%
IDE act – boosts human insulin-degrading enzyme activity in HEK cells. P14735. FAbeta-B cleavage, fluorescence polarization; 0% vehicle, 100% cell-free pure enzyme wells. activation, % at 5.96 µM. 0.073% of 340,000 active. AID 493087;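 active = activation above the mean of all tested compounds plus 3 SD, set per screening campaign, cut at about 17% in these data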
SUMO HTRF inh – SUMOylation inhibition. P63279. HTRF SUMOylation assay, SAE1/SAE2 + UBC9, in vitro. inhibition, % at 35 µM. 0.36% of 290,000 active. AID 2006; in the data active = inhibition above about 50%, passing the limit was not always enough; also: strong numbers were not always called active
pCIP destab – lowers stability of the mouse p/CIP coactivator protein | Q05BA5 | F442A p/CIP-EGFP cells, EGFP fluorescence, 16 h | decrease of EGFP signal, % at 10 µM | 0.01% of 290,000 active | AID 1984;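 active = EGFP signal decrease of at least 30% at 10 µM or well 3 SD below plate mean, unless failing retest; inactive = the rest, including hits failing retest or dose response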; also: some compounds called inactive have numbers as strong as hits; many of its hits are not listed in these tables
An asterisk follows results filed as active; . = no result given.

Start of the listing, in advance (2 entries):
no. | Molecule | PHOSPHO1 inh | IDE act
1 | Cc1ccc(C2CC(=O)c3cnc(N4CC(C)CC(C)C4)nc3C2)cc1 (configuration not stated) | -0.8 | .
2 | CCCc1nc2oc3c(N4CCNCC4)ncnc3c2c2c1CCCC2 | 9.9 | .

no. | SUMO HTRF inh | pCIP destab
1 | 14.9 | -5.1
2 | 4.8 | -27.7

The listing, from the start:
no. | Molecule | PHOSPHO1 inh | IDE act
1 | Cc1ccc(C2CC(=O)c3cnc(N4CC(C)CC(C)C4)nc3C2)cc1 (configuration not stated) | -0.8 | .
2 | CCCc1nc2oc3c(N4CCNCC4)ncnc3c2c2c1CCCC2 | 9.9 | .
3 | N#Cc1cc2c(=O)n3ccccc3nc2n(CCN2CCOCC2)c1=O | -33.4 | .
4 | CCOc1cc(NC(=O)c2ccco2)c(OCC)cc1NC(=O)CCc1ccc(OC)cc1 | 0.7 | .
5 | COc1cc2nc(CN3CCN(c4ncc(C(F)(F)F)cc4Cl)CC3)[nH]c(=O)c2cc1OC | -7.5 | .
6 | O=c1c2cccc3c(N4CCOCC4)ccc(c32)c2nc3ccccc3n12 | -29.3 | .
7 | CCCn1c(=O)c2ccccc2n2c(SCN3C(=O)c4ccccc4C3=O)nnc12 | -43.5 | .
8 | CCOC(=O)N1CCN(c2ncnc3c2oc2nc(C)c4c(c23)CC(C)(C)OC4)CC1 | 14.5 | .
9 | COC(=O)c1[nH]c2cc(OC)c(OC)cc2c1NC(=O)CN1CCN(Cc2ccccc2)CC1 | -2.4 | .
10 | Cc1cc(NC(=O)CSc2ncnc3sc4c(c23)CCC(C)C4)no1 (configuration not stated) | -20.6 | .
11 | CCc1nc2c(sc3nc(N4CCOCC4)c4c(c32)CC(C)(C)OC4)c(=O)o1 | -10.0 | .
12 | COc1ccc2[nH]c(=O)c(CN(C(=O)C3CCCO3)c3cccc(C)c3)cc2c1 (configuration not stated) | -29.3 | .
13 | COc1ccc(Cn2c3nc4ccccc4nc3c3c(=O)n(Cc4ccco4)c(C)nc32)cc1 | 38.9 | .
14 | Clc1ccc(-c2nn3c(-c4ccccn4)nnc3s2)c(Cl)c1 | -30.5 | .
15 | CCOC(=O)c1cnn(-c2nc3sc4c(c3c(=O)[nH]2)CCCC4)c1N | -23.4 | .

no. | SUMO HTRF inh | pCIP destab
1 | 14.9 | -5.1
2 | 4.8 | -27.7
3 | 17.3 | 1.6
4 | 11.9 | 10.1
5 | 8.3 | -0.5
6 | 28.9 | -198.2
7 | 27.7 | -18.0
8 | 7.9 | 2.5
9 | 27.4 | 7.8
10 | -4.8 | -8.1
11 | -14.1 | -8.3
12 | 14.2 | 5.3
13 | 22.5 | -2.8
14 | 9.8 | 3.6
15 | -24.7 | -8.6

New compounds follow.
no. | Molecule | PHOSPHO1 inh | IDE act
16 | COC(=O)c1[nH]c(C)c(/C(O)=C2\C(=O)C(=O)N(CCN(C)C)C2c2ccc(OC)cc2)c1C (configuration not stated) | -7.5 | .
17 | CC(C)Cc1nc(N2CCN(C(=O)Cc3ccccc3)CC2)c(C#N)c2c1COC(C)(C)C2 | 5.7 | .
18 | Cc1nc(SCn2nnc3ccccc3c2=O)c2c(C)c(C)sc2n1 | -15.0 | .
19 | CCc1nnc(NC(=O)c2c(O)c3cccc4c3n(c2=O)CC4)s1 | -11.7 | .
20 | Cc1cc(C)c2c(n1)nn1c(NCCCn3ccnc3)cc(C)nc21 | 15.4 | .
21 | Cc1ccc(N2CCN(c3cc(C)nc4c5c(C)cc(C)nc5nn34)CC2)cc1 | -24.9 | .
22 | CC(=O)c1cnc(Nc2nc(C)c3cccc(C)c3n2)nc1C | 20.3 | .
23 | COc1ccc(OC)c(CC(NC(C)=O)C(=O)NC2CCN(c3nc(C)cc(C)c3C#N)CC2)c1 (configuration not stated) | 22.0 | .
24 | COc1ccc(CCNC(=O)c2cc3c(=O)n4cccc(C)c4nc3n(Cc3ccncc3)c2=N)cc1 | -8.4 | .
25 | Cc1ccc(N2CCCn3c2nc2c3c(=O)n(CC(=O)OCc3ccccc3)c(=O)n2C)cc1C | -0.7 | .
26 | Cc1ccc(CNC(=O)c2cc3c(=O)n4cccc(C)c4nc3n(CC3CCCO3)c2=N)cc1 (configuration not stated) | 8.8 | .
27 | Cc1cc(C)c(OCC(=O)OCC(=O)N2CCc3ccccc3C2)c(C)c1 | . | 3.1
28 | CCN(CC(=O)Nc1cc(Cl)ccc1C)C(=O)CSCc1ccc(C)cc1 | . | 1.5
29 | CCOC(=O)C1CCN(C(=O)c2ccccc2)C(CC)C1=O (configuration not stated) | . | 3.9
30 | CCNc1nc(C)nc2c1cnn2C | . | 2.7

no. | SUMO HTRF inh | pCIP destab
16 | 10.2 | -0.5
17 | -1.7 | -7.9
18 | -5.9 | -12.9
19 | 23.8 | -4.9
20 | 13.5 | 0.7
21 | 5.8 | 6.4
22 | 7.1 | -1.0
23 | 6.9 | -16.3
24 | 20.1 | -18.8
25 | 19.2 | -10.6
26 | -2.6 | -6.2
27 | . | .
28 | . | .
29 | . | .
30 | . | .

Going on with the list:
no. | Molecule | PHOSPHO1 inh | IDE act
31 | CCOc1ccc2oc(C(=O)N(C)CC(=O)Nc3ccc(OCC)c(OCC)c3)c(C)c2c1 | . | -2.8
32 | CCOC(=O)c1c(NC(=O)COC(=O)c2nc(Cl)ccc2Cl)sc(C(=O)N(C)C)c1C | . | -8.9
33 | O=C1CCN(Cc2ccccc2)S(=O)(=O)c2ccc(F)cc21 | . | -0.1
34 | CC(C)(O)C1CC[C@@](C)([C@@H]2CC[C@]3(C)[C@H]2[C@H](O)CC2[C@@]4(C)CCC(O)C(C)(C)C4C(OC4OC(CO)C(O)C(O)C4O[C@@H]4OCC(O)C(O)C4O)C[C@]23C)O1 (some centres not stated) | . | 9.5
35 | O=C(COC(=O)c1cc(S(=O)(=O)N2CCCCC2)ccc1Cl)NC1CCS(=O)(=O)C1 (configuration not stated) | . | 1.0
36 | CSCCC(NC(=O)c1ccccc1Br)C(=O)N1CCN(C(C)=O)CC1 (configuration not stated) | . | -0.1
37 | CC1CCN(C(=O)c2[nH]cnc2C(=O)Nc2ccc(Cl)cc2)CC1 | . | -2.3
38 | CC(C)(C)c1ccc(S(=O)(=O)N2CCN(Cc3cc4c(cc3O)OCO4)CC2)cc1 | . | 3.1
39 | O=C1[C@H]2[C@@H](c3ccc(F)cc3)N3C(=O)N(c4cccc(F)c4)C(=O)[C@@]3(Cc3ccc(Cl)cc3)[C@H]2C(=O)N1C1CCCCC1 | . | 4.5
40 | Cc1ccc(S(=O)(=O)N2CCN(C(=O)COC(=O)c3oc4ccccc4c3C)CC2)cc1 | . | -1.9
41 | COc1ccc(NC(C)=O)cc1S(=O)(=O)NCCc1ccccn1 | . | 1.9
42 | CCCCn1c(N)c(N(CCOC)C(=O)c2oc3ccc(Br)cc3c2C)c(=O)[nH]c1=O | . | 2.9
43 | O=C(OCC(=O)c1ccc(Cl)s1)c1cncc(Br)c1 | . | 3.0
44 | CC(=O)NCc1ccc(C(=O)CN2C(=O)NC3(CCCCC3C)C2=O)s1 (configuration not stated) | . | 0.4
45 | O=c1[nH]nc(-c2n[nH]c(=O)o2)o1 | . | -2.5

no. | SUMO HTRF inh | pCIP destab
31 | . | .
32 | . | .
33 | . | .
34 | . | .
35 | . | .
36 | . | .
37 | . | .
38 | . | .
39 | . | .
40 | . | .
41 | . | .
42 | . | .
43 | . | .
44 | . | .
45 | . | .

Other entries
no. | Molecule | PHOSPHO1 inh | IDE act
46 | O=C1N[C@@H](Cc2c[nH]c3ccccc23)COC(=O)[C@@H](Cc2ccc(F)cc2)C/C=C\C[C@H]1CC(=O)N(CCO)Cc1ccccc1 | . | 2.9
47 | CSCCC(NC(=O)c1ccccc1Cl)C(=O)OCC(=O)N1CCCC1=O (configuration not stated) | . | -2.3
48 | O=C(c1ccc([N+](=O)[O-])cc1)N1CCc2ccccc21 | . | 1.0
49 | CC[C@@H]1C=C(C(=O)O)[C@H](c2ccc(F)cc2)N1S(=O)(=O)c1ccc(C)cc1 | . | 4.7
50 | CCCCn1c(N)c(N(CCC(C)C)C(=O)COC(=O)c2cccnc2SC)c(=O)[nH]c1=O | . | -1.0
51 | Cc1cc(C)c(C(=O)COC(=O)CCn2c(C)csc2=O)cc1C | . | 5.6
52 | Cc1cccnc1NC(=O)CNC(=O)C12CC3CC(CC(Cl)(C3)C1)C2 | . | 0.2
53 | O=S(=O)(Nc1cc(Cl)ccc1-n1cncn1)c1cc(Br)ccc1Br | . | -3.4
54 | NS(=O)(=O)c1cccc(NC(=O)COC(=O)CSCc2ccccc2)c1 | . | -0.2
55 | O=C(COC(=O)c1ccc(Br)o1)NCc1ccccc1Cl | . | 1.9
56 | CC(=O)c1ccc(S(=O)(=O)NC2CC(=O)N(c3ccc(C)c(C)c3)C2)cc1 (configuration not stated) | . | -6.3
57 | COc1ccc(NC(=O)CN(C)CC(=O)Nc2cccc3ccccc23)c(OC)c1 | . | 4.4
58 | CSc1ccc(Cl)c(C(=O)OCC(=O)N2CCN(c3ccccc3)CC2)c1 | . | 2.3
59 | COc1cccc(CNC(=O)CN2C(=O)NC(c3ccccc3)(c3ccccc3)C2=O)c1 | . | 3.5
60 | COc1ccc([C@H]2CC(=O)C=C(c3cccc(C#N)c3)C2)cc1 | . | -1.9

no. | SUMO HTRF inh | pCIP destab
46 | . | .
47 | . | .
48 | . | .
49 | . | .
50 | . | .
51 | . | .
52 | . | .
53 | . | .
54 | . | .
55 | . | .
56 | . | .
57 | . | .
58 | . | .
59 | . | .
60 | . | .

Complete entries, quoted from the list. Order of values: PHOSPHO1 inh | IDE act | SUMO HTRF inh | pCIP destab
Entry for CCCCn1c(N)c(N(CCC(C)C)C(=O)COC(=O)c2cccnc2SC)c(=O)[nH]c1=O → . | -1.0 | . | .
Entry for O=C(c1ccc([N+](=O)[O-])cc1)N1CCc2ccccc21 → . | 1.0 | . | .
Entry for COc1cccc(CNC(=O)CN2C(=O)NC(c3ccccc3)(c3ccccc3)C2=O)c1 → . | 3.5 | . | .

Further structures follow:
no. | Molecule | PHOSPHO1 inh | IDE act
61 | O=C(Nc1ccccc1N1CCCCC1)c1ccc([N+](=O)[O-])o1 | . | 0.7
62 | COc1ccccc1C(=O)COC(=O)C1CCN(S(=O)(=O)c2ccc(C)c(C)c2)CC1 | . | 1.2
63 | Cn1c(=O)c(-c2cccc(Cl)c2)c(O)c2ccccc21 | . | 5.8
64 | CN(Cc1c(F)cccc1Cl)C(=O)c1cccc(S(=O)(=O)N2CCN(Cc3ccccc3)CC2)c1 | . | 7.6
65 | CCCCN(C(=O)CCCc1nc2ccccc2s1)c1c(N)n(CC(C)C)c(=O)[nH]c1=O | . | -5.5
66 | CN(Cc1ccccc1)C(=O)COC(=O)c1ccc(Br)c(S(=O)(=O)N2CCOCC2)c1 | . | 3.4
67 | CC1CCCCC1NC(=O)c1ccc2c(c1)OCCO2 (configuration not stated) | . | 2.7
68 | COc1ccc(C2CC(=O)Oc3cc(OC)ccc32)cc1 (configuration not stated) | . | -0.3
69 | NC(=O)c1ccsc1NC(=O)CCS(=O)(=O)c1ccc(Cl)cc1 | . | -1.7
70 | O=[N+]([O-])c1ccc(CSc2ccc(S(=O)(=O)N3CCOCC3)cn2)cc1 | . | 0.0
71 | CC(C)(C)OC(=O)N1CCN(C(=O)c2[nH]cnc2C(=O)NCc2ccccc2)CC1 | . | 1.7
72 | CCOC(=O)N1CCN(C(=O)COC(=O)C2CCN(S(=O)(=O)c3c(C)c(C)cc(C)c3C)CC2)CC1 | . | -0.8
73 | COc1ccc(Cl)cc1NC(=O)CN(C)C(=O)c1cn2ccccc2n1 | . | 2.2
74 | O=C(COC(=O)c1ccc(OC(F)F)cc1)NC(=O)NC1CCCC1 | . | 15.3
75 | Cc1ccc(S(=O)(=O)N2[C@@H](c3ccc(Br)cc3)C(C(=O)O)=C[C@H]2CC2CCCC2)cc1 | . | 0.9

no. | SUMO HTRF inh | pCIP destab
61 | . | .
62 | . | .
63 | . | .
64 | . | .
65 | . | .
66 | . | .
67 | . | .
68 | . | .
69 | . | .
70 | . | .
71 | . | .
72 | . | .
73 | . | .
74 | . | .
75 | . | .

3 entries out of the list, sorted by SMILES length, low to high.
no. | Molecule | PHOSPHO1 inh | IDE act
63 | Cn1c(=O)c(-c2cccc(Cl)c2)c(O)c2ccccc21 | . | 5.8
70 | O=[N+]([O-])c1ccc(CSc2ccc(S(=O)(=O)N3CCOCC3)cn2)cc1 | . | 0.0
64 | CN(Cc1c(F)cccc1Cl)C(=O)c1cccc(S(=O)(=O)N2CCN(Cc3ccccc3)CC2)c1 | . | 7.6

no. | SUMO HTRF inh | pCIP destab
63 | . | .
70 | . | .
64 | . | .

(cont.)
no. | Molecule | PHOSPHO1 inh | IDE act
76 | O=C(Nc1cccc([N+](=O)[O-])c1)N(c1ccccc1)c1ccccc1 | . | 6.2
77 | CC(=O)Nc1ccc(S(=O)(=O)N2CCSc3ccccc32)cc1 | . | 1.0
78 | COc1ccc([C@H]2CC(=O)C=C(c3ccc(SC)cc3)C2)cc1OC | . | 1.4
79 | CC(C)n1ncc2c(C(=O)NCC(=O)Nc3ccccc3Br)cc(C3CC3)nc21 | . | 1.9
80 | CC1CCCC(CC(N)=O)CC1 (configuration not stated) | . | 3.5
81 | O=C1C=CC(=O)N1Cc1ccncc1 | . | 3.1
82 | O=C(O)c1ccccc1Nc1cccc(OCc2ccc3ccccc3n2)c1 | . | -2.7

no. | SUMO HTRF inh | pCIP destab
76 | . | .
77 | . | .
78 | . | .
79 | . | .
80 | . | .
81 | . | .
82 | . | .

From PubChem BioAssay

Some of the compounds tested (hit frequency here may not be typical).
